Screening results: PubChem, National Center for Advancing Translational Sciences (NCATS)
AMA1 RON2 block – qHTS for Inhibitors of AMA1-RON; Towards Development of Antimalarial Drug Lead: Primary Screen; AlphaScreen AMA1-biotinylated RON2 peptide binding; Potency, µM (top dose mostly 58.2 µM), for the others: at the top dose activity change, negative = inhibition, hits mostly inhibitors; 360,000 tested, 0.2% active; AID 720542, 2013;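 also: potency is read from the fitted curve at half-maximal effect; 0% = vehicle wells and -100% = peptide control; nearly all actives have a fitted effect of over 45% in size; some results filed as inactive show a strong effect at the top dose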
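AMA1 (3D7) with his tag at 25 nM final met compounds first, then biotinylated RON2 peptide at 25 nM; detection used donor plus acceptor beads, 10 µg/mL apiece, read by AlphaScreen after 30 min at room temperature.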
FBPA Giardia inh – qHTS Assay for Inhibitors of Fructose-1,6-bisphosphate Aldolase from Giardia Lamblia. purified Giardia FBPA. Potency, µM (series often up to 59.6 µM), for the others: top-dose activity, negative = inhibition, usual class: inhibitors. 290,000 tested, 0.71% active; also: potency is read from the fitted curve at half-maximal effect; nearly all actives have a fitted effect of over 55% in size
Target sequence (A8B2U2 whole entry, looked up): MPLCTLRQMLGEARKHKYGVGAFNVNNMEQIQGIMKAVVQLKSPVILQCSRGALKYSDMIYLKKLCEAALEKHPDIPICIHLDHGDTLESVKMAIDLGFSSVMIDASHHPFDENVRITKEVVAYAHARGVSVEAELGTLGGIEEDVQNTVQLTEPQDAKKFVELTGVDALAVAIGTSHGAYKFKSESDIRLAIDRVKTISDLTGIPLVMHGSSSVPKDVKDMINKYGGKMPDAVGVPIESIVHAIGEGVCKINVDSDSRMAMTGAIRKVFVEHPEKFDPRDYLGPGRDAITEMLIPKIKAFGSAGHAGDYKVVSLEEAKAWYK
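40 nM FBPA preincubated 10 min at RT with compound (up to 57.5 uM final), then substrate plus GAPDH/TPI/NAD/arsenate coupling and diaphorase/resazurin added. Fluorescence read after 20 min at RT, 525/598 nm.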
AmpC no deterg – qHTS Inhibitors of AmpC Beta-Lactamase (assay without detergent); 330,000 tested, 0.52% active; Potency, µM (titrated, usually from 57.1 µM), without a hit: at the top dose activity change, negative = inhibition, usual class: inhibitors; P00811; AmpC nitrocefin hydrolysis, absorbance 480 nm, 0.0001% Triton;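 also: potency is read from the fitted curve at half-maximal effect; plate controls were no compound for no effect and no enzyme for full effect; nearly all actives have a fitted effect of over 20% in size; some results filed as inactive show a strong effect at the top dose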
Target sequence (P00811 whole entry, looked up): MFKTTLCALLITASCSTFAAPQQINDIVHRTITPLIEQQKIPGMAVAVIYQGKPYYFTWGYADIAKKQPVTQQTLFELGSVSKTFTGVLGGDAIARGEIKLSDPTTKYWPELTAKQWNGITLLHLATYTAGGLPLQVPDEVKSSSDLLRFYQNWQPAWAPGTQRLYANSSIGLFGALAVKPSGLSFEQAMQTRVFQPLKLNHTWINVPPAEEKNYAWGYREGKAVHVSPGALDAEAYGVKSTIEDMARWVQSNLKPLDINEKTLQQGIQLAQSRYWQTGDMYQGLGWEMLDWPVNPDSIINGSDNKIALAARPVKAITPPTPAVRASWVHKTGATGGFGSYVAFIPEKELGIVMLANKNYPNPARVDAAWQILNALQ
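20 mM phosphate pH 7.0 + 0.01% (detergent screen) or 0.0001% Triton X-100; 5.3 nM AmpC reagent; cpd preinc 15 min RT; nitrocefin (800 uM stock) to start; A480 q20 s × 4 min; Activity was normalised to no-enzyme and no-compound control wells.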
Sm TGR block – qHTS Assay for the Inhibitors of Schistosoma Mansoni Peroxiredoxins; Potency, µM (series often up to 114 µM), for the others: at the highest dose activity change, negative = inhibition, usual class: inhibitors; purified TGR, DTNB reduction, TNB absorbance 405 nm; Schistosoma mansoni thioredoxin glutathione reductase (TGR), Q962Y6; 360,000 tested, 3% active; also: potency is read from the fitted curve at half-maximal effect; nearly all actives have a fitted effect of over 60% in size
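TGR 20 nM + NADPH 100 uM (dispensed conc.), cpd preinc 15 min RT; start with NADPH (500 uM addition) then DTNB (15 mM addition). Kinetic TNB absorbance, 405 nm filter. Four-parameter Hill fit across titration.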
HCMV inh – qHTS Assay for inhibitors of the human cytomegalovirus (HCMV) | HFF cells, HCMV-luciferase reporter, 72 h; active compounds read low | activity change, negative = inhibition, % at 57.5 µM | 410,000 tested, 4.5% active | AID 1259415, 2018; in the data active = activity change below about -60%; inconclusive = no clear call, values can overlap the other calls; inactive = above about -39%
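Cell-based, HFFs, 1000 cells/well, 16 h 37C; cpds in DMSO + HCMV-luc, MOI 1 PFU/cell; 72 h 37C; OneGlo luminescence after 5 min RT; norm. to buffer vs Salinomycin 10uM.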
AmpC inh detg – qHTS Inhibitors of AmpC Beta-Lactamase (assay with detergent); P00811; AmpC hydrolysis of nitrocefin, absorbance 480 nm, 0.01% Triton; Potency, µM (titrated, usually from 114 µM), for inactives: at the highest dose activity change, negative = inhibition, hits mostly inhibitors; 370,000 tested, 0.041% active; AID 485294, 2010;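 also: potency is read from the fitted curve at half-maximal effect; 0% = no-compound wells and -100% = no-enzyme wells; nearly all actives have a fitted effect of over 25% in size; some results filed as inactive show a strong effect at the top dose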
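AmpC (5.3 nM in the dispensed reagent) in 20 mM phosphate pH 7.0 with 0.01% (detergent screen) or 0.0001% Triton X-100 was preincubated with compounds for 15 min at room temperature. Nitrocefin was then added from an 800 uM solution, and hydrolysis was followed at 480 nm.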
Active calls of the source: *; ? = inconclusive; . = not tested or not shown; & = joins results of further samples; ! = repeats disagree; [ ] = dose if it differs, or a comment. Unless noted, calls follow the shape of the dose curve; as a rule, active = well fitted curve in the direction sought with a large enough effect; inconclusive = small, poorly fitted or top-dose-only effect, or another doubt; inactive = no such curve, though single readings can be large; an effect the other way counts as inactive or inconclusive. Unless noted, % is scaled to controls: 0 for no effect and ±100 for the full control effect.

molecule | AMA1 RON2 block | FBPA Giardia inh | AmpC no deterg | Sm TGR block | HCMV inh | AmpC inh detg
COc1ccc(-c2cc3c(=O)n(CC(=O)Nc4ccc(C(C)=O)cc4)ncn3n2)cc1 | -11.6% | . | -10.8% | -4.5% | 0.0 | 1.7%
S=c1[nH]nc(-c2ccccn2)n1/N=C/c1c(Cl)cccc1Cl | -18.6% | 6.29µM* | -27.2% | -8.9% | 13.4 | 5.7%
Cc1cc(SCC(=O)Nc2ccc(O)cc2)n2nc(C)c(-c3ccccc3)c2n1 | 5.9% | 0.1% | -50.5% | 2.1% | -61.9* | 0.1%
O=C(CCN=C1NS(=O)(=O)c2ccccc21)OCC(=O)c1ccccc1 | 27.4% | . | -40.7% | -11.0% | -16.8 | ?
Cc1cccc(NC(=O)NNC(=O)COc2ccc([N+](=O)[O-])cc2)c1C | 41.2%[activator] | 8.0% | -7.9% | -1.5% | 38.8 | 2.8%
CCC(=O)OCC(=O)Nc1cc(C)c(C)cc1[N+](=O)[O-] | -5.1% | 2.4% | 3.2% | 0.4% | -22.1 | 7.0%
Cc1nnc(SCC(=O)N2CC(=O)Nc3ccccc32)n1-c1ccccc1 | -14.0% | -11.5% | -3.5% | -32.7% | -18.5 | -5.7%
O=C(Cn1ccsc1=NC(=O)C(F)(F)F)c1ccccc1 | -0.4% | -0.7% | -8.6% | 8.2% | 40.5 | 0.6%
CCOC(=O)C1CCN(Cc2ccc(F)cc2)CC1 | -2.1% | -13.5% | -22.0% | -9.3% | -4.2 | -1.6%
COc1cccc2c1C(=O)c1c(O)c3c(c(O)c1C2=O)C[C@@](O)(C(C)=O)C[C@@H]3O[C@H]1C[C@H](N)[C@H](O)[C@H](C)O1 | 7.0% | ? | 323.7%[activator] | -9.0% | -100.1* | 3.9%
Cc1ccc2oc(C(=O)Nc3ccc(S(=O)(=O)N4CCCCC4C)cc3)cc(=O)c2c1 (stereo unspecified) | . | . | . | 26.4% | -25.8 | 13.2%
COc1ccc(NC(=O)C2CCCN2C(=O)OCc2ccccc2)cc1 (stereo unspecified) | 29.0% | 4.4% | -12.2% | -5.4% | -39.1 | -0.7%
O=C(CSc1c(Cl)cccc1Cl)N1CCC(c2nc3ccccc3s2)CC1 | -9.4% | 5.6% | 50.1% | 9.6% | -37.1 | 6.4%
COc1ccc(-c2nnc(NC(=O)C(C)C)o2)cc1 | 73.9%[activator] | -11.6% | -15.3% | 1.2% | 5.1 | -19.4%
CC(=O)Nc1ccc(OCc2cnc(Cl)s2)cc1 | 7.5% | 3.0% | 0.5% | . | 59.4 | 1.8%
CSc1ccccc1NC(=O)CN(C)C(=O)c1c(C)nn(Cc2ccccc2)c1C | -0.9%[11.6 µM] | . | 3.4% | -4.7% | 0.0 | ?
Cc1ccc(-c2nc3ncccc3o2)cc1NC(=O)Cc1ccc(Cl)cc1 | 13.4% | 0.5% | -16.8% | -8.0% | 1.5 | -5.0%
Cc1cccc(N2CCN(C(=O)Cn3c(=O)c4cccn4c4ccc(F)cc43)CC2)c1C | . | . | . | -11.5% | ? | 22.2%
O=S(=O)(Nc1nnc(C2CCCCC2)s1)c1ccc(F)cc1 | -6.3% | . | -17.4% | 7.5% | 27.4 | -1.0%
Cc1ccc(C2=NNC3(CCOC(C)(C)C3)S2)cc1 (stereo unspecified) | -8.5% | -10.1% | -7.6% | . | ? | 0.6%
O=C(COC(=O)C1CC2C=CC1C2)Nc1ccc2c(c1)OC(F)(F)O2 (stereo unspecified) | 9.9% | -3.8% | -21.2% | -22.3% | -0.5 | ?
O=C(CCCc1c[nH]c2ccccc12)Nc1ncccc1O | 25.3% | . | -10.3% | 0.2% | -88.2* | ?
COCCCn1c(SCc2cccc(OC)c2)nc2cc(OC)c(OC)cc2c1=N | -10.9% | -2.5% | 158.5%[activator] | 0.0% | -18.1 | -6.3%
COc1cc2c3c(c1)c(N=NC(N)=S)c(O)n3C(C)(C)C=C2C | 19.6% | -7.5% | -15.4% | -0.2% | -29.5 | 1.7%
O=C1COc2ccc(S(=O)(=O)NCc3ccc(Cl)cc3)cc2N1 | -2.8% | . | -14.8% | -9.7% | -18.2 | -1.4%
CCCC(=O)Nc1ccc2nc(C)n(Cc3ccccc3Cl)c(=O)c2c1 | 1.3% | 0.7% | 28.9% | 0.0% | 7.7 | -18.5%
CN(CC(=O)NC(=O)Nc1ccccc1F)Cc1ccccc1F | -14.4% | . | -24.3% | . | 1.0 | .
CCCCCCC#Cc1cncc(C(=O)NNC(=O)Nc2cc(Cl)cc(Cl)c2)c1 | 98.2%[activator] | 8.1% | 15.8µM* | 17.7% | -24.8 | 5.0%
NC(=O)COC(=O)c1cccc2c1-c1ccccc1C2=O | -5.6% | -0.8% | -7.6% | -2.4% | 5.6 | -1.0%
O=C(c1ccc(-n2cnnn2)cc1)N1CCN(C(c2ccccc2)c2ccccc2)CC1 | -5.8% | -6.4% | 97.8%[activator] | 5.7% | -36.2 | -15.1%

Four neighbouring compounds already listed, quoted:
molecule | AMA1 RON2 block | FBPA Giardia inh | AmpC no deterg | Sm TGR block | HCMV inh | AmpC inh detg
COc1cc2c3c(c1)c(N=NC(N)=S)c(O)n3C(C)(C)C=C2C | 19.6% | -7.5% | -15.4% | -0.2% | -29.5 | 1.7%
O=C1COc2ccc(S(=O)(=O)NCc3ccc(Cl)cc3)cc2N1 | -2.8% | . | -14.8% | -9.7% | -18.2 | -1.4%
CCCC(=O)Nc1ccc2nc(C)n(Cc3ccccc3Cl)c(=O)c2c1 | 1.3% | 0.7% | 28.9% | 0.0% | 7.7 | -18.5%
CN(CC(=O)NC(=O)Nc1ccccc1F)Cc1ccccc1F | -14.4% | . | -24.3% | . | 1.0 | .

Other results follow.
molecule | AMA1 RON2 block | FBPA Giardia inh | AmpC no deterg | Sm TGR block | HCMV inh | AmpC inh detg
Cc1ccc(C)c(C(=O)COC(=O)c2n[nH]c3ccccc23)c1 | -22.9% | . | -7.4% | . | -60.7* | .
CCOc1ccccc1NC(=O)Cn1c(=O)oc2cc(S(=O)(=O)NCc3ccccc3)ccc21 | . | . | . | -1.1% | ? | -6.5%
COc1ccc(NC(=S)N/N=C2\CC(C)(C)Oc3ccc(O)cc32)cc1 | 16.3% | -4.8% | -54.7% | -0.4% | -24.4 | -6.8%
COc1cccc(NC(=O)CN(C)C(=O)CC2Sc3ccccc3NC2=O)c1 (stereo unspecified) | -2.0%[11.6 µM] | . | -27.8% | -3.9% | -10.3 | -14.3%
Cc1ccc(NC2=C(Cl)C(=O)OC2OC(=O)c2ccco2)cc1C (stereo unspecified) | 20.7% | -3.7% | -41.3% | ? | 0.5 | -11.9%
O=C(COC(=O)/C=C/c1ccccc1[N+](=O)[O-])Nc1ccc(OC(F)F)cc1 | 4.5% | 3.1% | -8.7% | -0.9% | 25.5 | ?
CCn1c(C(O)c2cc(OC)ccc2OC)nc2ccccc21 (stereo unspecified) | 12.0% | -4.8% | -1.4% | -10.0% | 45.1 | 7.0%
O=C(CSc1nccn1Cc1ccc(F)cc1)NC1CCCC1 | 5.1% | -0.9% | 17.2% | -6.7%&-2.3% | -64.7*! | ?
COc1cccc(C(=O)NNc2c3ccccc3nc3ccccc23)c1 | ? | -5.2% | -20.0% | -22.0% | ? | -5.6%
O=C(O)CSCC(=O)N1CCN(c2cc(C(F)(F)F)nc3ccccc23)CC1 | 0.0% | -7.7% | -19.6% | -3.0% | -7.9 | 1.5%
CCOC(=O)N/N=C/C=C/c1ccccc1 | -2.1% | -4.1% | -22.0% | -4.8% | 26.1 | ?
O=C(Nc1cccc(S(=O)(=O)N2CCCCC2)c1)c1ccc(Cl)nc1 | 6.6% | . | -17.6% | . | ? | .
Cc1ccc(C(C(=O)NC2CCCCC2)N(CC2CCCO2)C(=O)CCCC(=O)Nc2ccccn2)cc1 (stereo unspecified) | -0.2% | 11.6% | 97.7%[activator] | 8.3% | -71.5* | 3.9%
Cc1ccc(S(=O)(=O)N(C)c2c(C)ccc(S(N)(=O)=O)c2C)cc1 | 2.5% | -12.8% | -24.5% | 6.6%[57.1 µM] | -15.4 | 1.3%
Cc1c(C)n(C)c2ccc(C(=O)NCCCN3CCCC3)cc12 | -22.6% | -24.8% | 61.2%[activator] | -17.5% | -24.4 | -10.4%
COc1ccc(Cl)cc1NC(=O)CN1C(=O)COc2ccc(S(=O)(=O)NC3CCCC3)cc21 | . | . | . | -4.6% | 2.1 | 15.7%
CSc1ccc(S(=O)(=O)N(C)Cc2ccccc2)cc1 | 5.7% | -9.7% | 1.8%[2.29 µM] | 0.3% | -37.1 | -13.2%
Cc1ccc(Cn2ncc3c(N4CCN(CC#N)CC4)ncnc32)cc1 | -2.0% | 0.8% | 33.1% | 0.7% | -10.9 | -3.0%
N#C/C(N)=C(/C#N)N=Cc1cccc(Cl)c1 | 46.6%[activator] | 1.7% | -1.3% | -3.8% | -35.0 | 3.6%
Cc1nc(SCC(O)CCl)c([N+](=O)[O-])[nH]1 (stereo unspecified) | 1.2% | ? | -13.1% | 0.0% | 14.0 | 5.9%
Cc1ccc2oc(C(=O)NCc3ccc4c(c3)OCO4)c(C)c2c1 | -3.1% | -6.4% | . | -4.2% | -5.5 | -5.7%
CCOC(=O)C1CCCCN1Cc1ccc(OC)c(OC)c1 (stereo unspecified) | -54.7% | ? | 11.5% | 0.1% | -0.7 | 0.5%
Cc1nn(C(C)C(=O)NCCc2cccs2)c(=O)c2nn(-c3ccccc3)c(C)c12 (stereo unspecified) | 1.9% | . | -12.7% | 7.8% | ? | 2.1%
COCCNc1oc(/C=C/c2ccc(F)cc2)nc1S(=O)(=O)c1ccccc1 | 14.0% | 3.7% | 1.5% | 31.6µM* | 0.0 | -7.1%
COc1ccc(-n2nnnc2S(=O)(=O)CC(=O)N2CCCCC2)cc1 | -2.5% | 4.7% | -18.1% | 10µM* | . | -15.7%
C[C@H](CO)N1C[C@H](C)[C@@H](CN(C)C(=O)Nc2ccc(C(F)(F)F)cc2)Oc2ccc(NS(=O)(=O)c3ccccc3)cc2C1=O | 60.3%[activator] | . | 192.4%[activator] | . | -29.2 | .
CCCC(=O)n1nc(-c2ccccc2)nc1N | -2.8% | 19.6% | -14.7% | -1.6% | 29.3 | -1.4%

Hits appear at their usual frequency; about 7.8% have a hit in one of these screens.
